hgDAF12 agonist – H. glycines DAF-12 receptor agonists, primary screen, cell-based, luminescence, HEK293, GAL4 fusion, UAS-luciferase. Nuclear hormone receptor DAF-12 (Heterodera glycines), GAL4 fusion. HEK293 GAL4-hgDAF12 UAS-luciferase reporter, agonist luminescence; normalized to butyrate control. activation, % at 6.8 µM. 370,000 compounds, 1.8% hits;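 active = activation above a cutoff set at the mean of all screened compounds plus 3 SD, cut at about 10% in these data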;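 also: 0% = DMSO wells and 100% = sodium butyrate wells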
DAX1 inh-1 – DAX1 (NR0B1) inhibitors, primary screen, cell-based, HEK293, Gal4-DAX1, luciferase luminescence; AID 504766, 2011; Nuclear receptor subfamily 0 group B member 1 (Homo sapiens), P51843; HEK293 Gal4-DAX1 luciferase reporter; inhibition, % at 6.75 µM; 340,000 compounds, 0.99% hits;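 active = inhibition above the mean over all tested compounds plus 3 SD, cut at about 4.2% in these data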;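 also: 0% = DAX1-transfected cells with DMSO and 100% = empty-vector control cells with DMSO; inhibition shows as a rise in luminescence from relieved DAX1 repression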
SMARCA2 activ – SMARCA2 (BRM) function activators, primary screen, cell-based, luminescence, high throughput; MG213 cells, MMTV-luciferase reporter, dexamethasone, overnight; activation, % at 9.1 µM; 370,000 compounds, 1% hits; AID 652017, 2013; in the data active = activation above about 7.8%;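 also: 0% = vehicle wells and 100% = reference activator wells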
DAX1 inh-2 – DAX1 (NR0B1) inhibitors on StAR promoter, primary screen, cell-based, luminescence, SF-1 (NR5A1), full-length DAX-1; HEK293T StAR-luciferase reporter, SF-1/DAX-1 repression relief; inhibition, % at 6.8 µM; 370,000 compounds, 1.1% hits; AID 652010, 2013;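 active = inhibition above the mean over all tested compounds plus 3 SD, cut at about 3.6% in these data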;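 also: 0% = DAX-1 cells with DMSO and 100% = cells lacking DAX-1 with DMSO; higher inhibition means more luminescence from relief of DAX-1 repression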
sPLA2-III inh – human group III sPLA2 inhibitors, primary screen, biochemical, QFRET, BODIPY PC-A2 liposome substrate; Group 3 secretory phospholipase A2 (Homo sapiens), Q9NZ20; QFRET BODIPY PC-A2 liposome hydrolysis, fluorescence; inhibition, % at 12.2 µM; 370,000 compounds, 0.56% hits; AID 743126, 2013;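 active = inhibition above mean plus 3 SD of compounds lying within the high and low control bounds, cut at about 19% in these data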;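 also: 0% = median of test compound wells and 100% = no enzyme DMSO wells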
Target sequence (Q9NZ20 whole entry, looked up): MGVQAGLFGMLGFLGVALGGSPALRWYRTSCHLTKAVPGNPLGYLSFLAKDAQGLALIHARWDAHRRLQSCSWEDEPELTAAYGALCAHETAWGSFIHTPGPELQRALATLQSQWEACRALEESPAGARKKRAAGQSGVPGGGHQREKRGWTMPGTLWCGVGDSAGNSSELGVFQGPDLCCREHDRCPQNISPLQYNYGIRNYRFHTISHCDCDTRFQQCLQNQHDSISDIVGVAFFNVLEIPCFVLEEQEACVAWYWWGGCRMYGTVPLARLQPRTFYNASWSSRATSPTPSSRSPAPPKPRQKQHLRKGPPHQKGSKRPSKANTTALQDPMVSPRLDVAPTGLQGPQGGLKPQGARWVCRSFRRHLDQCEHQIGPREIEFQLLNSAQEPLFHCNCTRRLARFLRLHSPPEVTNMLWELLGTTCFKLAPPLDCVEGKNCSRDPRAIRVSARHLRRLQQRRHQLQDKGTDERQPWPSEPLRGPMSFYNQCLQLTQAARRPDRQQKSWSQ
ssDAF12 agonist – S. stercoralis DAF-12 nuclear receptor activators, primary screen, cell-based, luminescence, HEK293, GRIP1 co-expression, lit1-tk-luc. Nuclear hormone receptor DAF-12 (Strongyloides stercoralis). activation, % at 6.8 µM. 370,000 compounds, 1% hits. HEK293 ssDAF-12/GRIP1 lit1-tk-luc reporter; % of 3 µM dafachronic acid response. AID 652126, 2013;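 active = activation above the mean over all tested compounds plus 3 SD, cut at about 0.9% in these data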;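 also: 0% = DMSO-only wells and 100% = 3 µM delta7-dafachronic acid wells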
FXN GAA850 act – FXN promoter activators, primary screen, cell-based, luciferase luminescence, HEK293 lucGAA850; HEK293 lucGAA850 FXN promoter luciferase reporter, 24 h; percent of 10 µM SAHA response; activation, % at 6 µM; 360,000 compounds, 0.56% hits; AID 540364, 2011;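 active = activation above the average of all compounds screened plus 3 SD, cutoff fixed separately per campaign, cut at about 7.5% in these data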;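 also: 0% = DMSO wells and 100% = 10 µM SAHA wells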
Rev-erbA mod – modulators of Rev-erb alpha DNA binding, primary screen, biochemical, FITC-DNA, fluorescence polarization, uHTS | Nuclear receptor subfamily 1 group D member 1 (Homo sapiens), P20393 | Rev-erbα–FITC-DNA binding, 90 min | activity, % at 10 µM | 370,000 compounds, 0.79% hits | AID 1259318, 2017;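 active = activity above about 14%, limit read from the data; passing the limit was not always enough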;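 also: 0% = DMSO wells with 35 nM protein and 100% = DMSO wells with 750 nM protein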
Target sequence (P20393 whole entry, looked up): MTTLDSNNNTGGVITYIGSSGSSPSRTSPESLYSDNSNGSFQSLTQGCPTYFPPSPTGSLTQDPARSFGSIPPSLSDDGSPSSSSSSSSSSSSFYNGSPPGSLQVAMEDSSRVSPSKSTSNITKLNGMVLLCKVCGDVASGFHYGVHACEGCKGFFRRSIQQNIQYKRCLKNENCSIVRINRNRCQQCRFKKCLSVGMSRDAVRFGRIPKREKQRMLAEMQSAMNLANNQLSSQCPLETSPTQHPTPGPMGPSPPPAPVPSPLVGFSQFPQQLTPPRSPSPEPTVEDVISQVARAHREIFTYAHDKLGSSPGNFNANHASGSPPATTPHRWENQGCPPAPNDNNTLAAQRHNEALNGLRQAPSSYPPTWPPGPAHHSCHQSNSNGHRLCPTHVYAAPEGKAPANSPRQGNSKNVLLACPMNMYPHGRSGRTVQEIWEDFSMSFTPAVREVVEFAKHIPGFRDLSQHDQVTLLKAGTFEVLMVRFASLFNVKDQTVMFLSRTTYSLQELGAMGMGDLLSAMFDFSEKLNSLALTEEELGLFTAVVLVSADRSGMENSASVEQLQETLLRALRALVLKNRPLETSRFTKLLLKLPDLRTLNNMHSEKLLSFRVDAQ
PG9 Ab binder – binders of HIV-1 gp120 antibody PG9, primary screen, biochemical, TR-FRET | TR-FRET gp120-PG9 antibody binding | AID 624416, 2012 | inhibition, % at 6.7 µM | 360,000 compounds, 0.43% hits; in the data active = inhibition above about 8.5%
PLCb3 inh – human PLC-beta3 inhibitors, primary screen, biochemical, fluorescence | inhibition, % at 12.2 µM | Purified PLC-beta3, fluorogenic substrate | 370,000 compounds, 0.18% hits | 1-phosphatidylinositol 4,5-bisphosphate phosphodiesterase beta-3 (Homo sapiens), Q01970 | AID 720704, 2013; in the data active = inhibition above about 11%;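 also: 0% = median of compound wells on plate and 100% = full blocker control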
hcDAF-12 act – H. contortus DAF-12 nuclear receptor activators, primary screen, cell-based, luminescence, HEK293, lit1-tk-luc reporter; HEK293 hcDAF-12 lit1-tk-luc reporter; 0% DMSO, 100% Δ7-dafachronic acid; 370,000 compounds, 1.4% hits; activation, % at 6.8 µM;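 active = activation above the mean of all tested compounds plus 3 SD, cut at about 5.5% in these data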;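 also: 100% = response to 3 µM Δ7-dafachronic acid high control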
* = called active by the depositor; i = inactive; nt = not tested or not shown.

Second line of a record – hgDAF12 agonist	DAX1 inh-1	SMARCA2 activ	DAX1 inh-2	sPLA2-III inh	ssDAF12 agonist	FXN GAA850 act	Rev-erbA mod	PG9 Ab binder	PLCb3 inh	hcDAF-12 act
[1] CCC1CCCCN1C(=O)CSC1=NN2CCCC(=O)N=C2S1 (configuration not stated)
  -1.1	-0.2	6	1.0	4	-1.6	2.8	-5	-0.8	-38	0.1
[2] CCCS(=O)(=O)c1c(S(=O)(=O)CCC)c2ccc(C(N)=O)cn2c1C(=O)OC
  1.1	-0.5	-1	0.7	3	-1.5	0.9	0	0.2	-20	0.0
[3] CC/C(O)=C1\C(=O)CCCC1=NCCc1c(C)[nH]c2ccc(C)cc12
  -0.6	-1.1	-1	1.0	7	-1.3	1.9	-7	-3.8	-4	-1.4
[4] CCc1cccc(C)c1NS(=O)(=O)Cc1ccccc1
  0.5	1.1	-5	-0.1	-2	-0.7	1.1	6	-1.4	1	0.2
[5] Cc1ccc2cc(CN(CC3CCCO3)S(=O)(=O)c3ccc4c(c3)OCCO4)c(=O)[nH]c2c1C (configuration not stated)
  2.2	0.1	0	0.8	-5	-1.3	2.9	4	0.1	-15	-0.6
[6] COc1ccc([C@@H]2[C@@H]3C(=O)N(C(C)(C)C)C(=O)[C@@H]3[C@]3(Cc4ccc(Cl)cc4)C(=O)N(c4ccc(C)cc4)C(=O)N23)cc1
  -0.4	-0.2	0	0.0	-6	-1.0	-2.4	-5	-0.4	3	0.1
[7] CCOc1ccc(OCC)c(NC(=O)CN(c2ccc(OC)cc2)S(=O)(=O)c2c(C)noc2C)c1
  -2.8	0.2	-4	-0.4	-9	-0.5	1.0	3	-1.8	-11	-2.6
[8] COc1ccccc1-n1c(-c2ccccc2)n[nH]c1=S
  4.0	1.6	-4	0.5	18	-0.6	1.4	3	0.4	-7	-0.2
[9] Cc1ccc(C(=O)NC(=S)NNC(=O)c2ccc([N+](=O)[O-])cc2)cc1
  -0.2	2.9	-1	-0.3	7	-1.4	0.9	-3	-1.7	-39	-0.5
[10] COCc1nc2ccccc2n1Cc1ccccc1C
  -1.8	-0.5	-4	0.6	-1	-1.8	-0.2	0	1.1	-8	-0.2
[11] O=C(Nc1nnc(C2CCCCC2)s1)C1CC(=O)N(c2ccc(F)cc2)C1 (configuration not stated)
  -1.9	1.2	-3	0.0	-3	-1.2	-2.2	4	-0.6	-6	-0.7
[12] Cc1cc(C)n2nc(SCC(=O)N3CCN(c4ccccc4)CC3)nc2n1
  -0.2	-0.2	-2	0.2	-2	-0.6	2.1	5	1.6	1	-1.3
[13] CCOCCCn1c(SCC(=O)NC(C)(C)C)nc2ccccc2c1=O
  -2.5	0.7	1	-0.2	-2	-1.6	-1.7	3	0.5	2	-2.6
[14] COc1ccc(NC(=O)CN2CCN(c3ccc(C)cc3C)CC2)cc1
  -0.4	0.3	-2	0.4	13	-1.3	0.0	6	-0.5	-12	0.2
[15] O=C(Nc1ccccc1OC(=O)c1ccccc1)c1ccccc1
  6.0	1.8	2	0.7	0	-0.2	-2.6	-9	0.4	6	2.4
[16] CC(C)Cn1c(N)c(C(=O)COC(=O)c2cc(-c3ccco3)nc3ccccc23)c(=O)n(C)c1=O
  -2.6	-0.7	-2	-0.3	4	-1.0	1.8	-21	1.9	-11	0.5
[17] CCC(C)Sc1nnc(Cc2cc(=O)[nH]c(=O)[nH]2)n1-c1ccc(F)cc1 (configuration not stated)
  2.9	-0.1	-1	0.7	-47	-0.7	-0.6	4	-1.7	-3	1.1
[18] O=C(NCC(c1ccco1)N1CCc2ccccc2C1)C(=O)Nc1cc(F)ccc1F (configuration not stated)
  -2.1	1.1	-2	-0.1	2	-0.8	-1.1	0	-2.0	4	-1.2
[19] Cc1ccc(-c2cc(C)nc3nc(N)nn23)cc1
  4.9	1.1	4	0.1	2	-1.9	3.0	-2	-2.2	-198	-1.4
[20] COc1ccc(C(=O)Nc2nc3ccc(S(C)(=O)=O)cc3s2)cc1
  2.4	-0.5	-3	-0.8	7	-1.0	1.6	27*	46*	-10	-1.7
[21] O=C(c1cccnc1)N(Cc1ccccc1)C(=O)c1cccnc1
  2.4	1.9	2	-0.8	2	-0.7	0.4	-3	-0.5	-1	-1.3
[22] CCOC(=O)c1ccc(N=Cc2c(O)c3ccccc3oc2=O)cc1
  -1.9	-1.0	-1	0.3	0	-0.5	2.3	-3	-1.5	-10	0.6
[23] O=C(CN1CCN(C(=O)CCC(=O)N2CCC(c3ccccc3)=N2)CC1)Nc1ccc(F)cc1
  1.4	-0.2	-1	0.7	7	-1.1	0.8	2	-1.8	-8	0.1
[24] CCOC(=O)C1(Cc2ccccc2C)CCCN(C(=O)c2ccc(C(C)=O)s2)C1 (configuration not stated)
  0.4	-0.9	2	1.1	-3	0.4	-0.9	-3	1.4	4	0.3
[25] Nc1n[nH]c(=S)n1-c1ccc(Cl)cc1
  1.0	1.0	0	0.8	2	-1.0	3.2	-1	-0.5	-1	-1.9
[26] CC1CCN(C2(O)C(=O)Nc3ccc(Cl)cc32)CC1 (configuration not stated)
  -0.6	-1.5	1	0.8	-2	-0.9	-0.8	5	-1.6	-4	-1.6
[27] CCN(CCC(=O)Nc1ccc(Br)c(C)c1)Cc1ccccc1
  -1.2	0.1	0	-1.3	-2	-1.4	0.1	5	-2.0	3	-1.1
[28] N#Cc1ccccc1S(=O)(=O)N1CCN(C(=O)C2CC(=O)N(c3ccc4c(c3)OCCO4)C2)CC1 (configuration not stated)
  -3.1	-1.0	-2	-0.9	3	-1.0	-1.1	9	0.3	-8	-1.9
[29] Cc1c(Cl)cccc1NC(=O)Cn1c(CCC(=O)O)ccc1-c1ccc(Cl)cc1
  -0.5	0.2	-2	0.5	-20	-0.8	0.3	-1	0.0	-12	1.1
[30] O=C(Cc1cccc2ccccc12)Nc1ccc(-c2cc3ccccc3oc2=O)cc1
  -7.6	-1.2	-9	-1.2	-16	-2.9	-17	27*	19*	i	-4.5
[31] COc1ccc(SN=C2C(C)=CC(=O)C=C2C)cc1
  -2.6	0.0	-6	-0.6	7	-1.1	2.1	2	-0.1	-2	-0.9
[32] Cc1nc2ccccc2cc1OCc1ccc(F)cc1
  -3.8	-1.9	-3	-2.8	-7	-2.3	0.7	-6	-0.3	1	-3.5
[33] COc1cccc(NC(=O)COc2ccc(C)cc2)c1
  3.4	2.0	6	0.9	-6	0.0	-0.2	3	-1.0	5	2.2
[34] CCOc1ccc(S(=O)(=O)Nc2ccccn2)c2ccccc12
  0.3	-0.1	-5	0.2	-3	-0.9	4.3	14	0.4	-6	0.8
[35] Cc1ccc2nc(SCC(=O)c3ccc4c(c3)NC(=O)CO4)[nH]c2c1
  11*	-1.0	5	1.0	-25	-0.3	0.4	7	5.3	-9	4.8
[36] CCCN(CCC)CCCNS(=O)(=O)c1ccc2c(c1)oc(=O)n2C
  -0.1	0.1	-2	-0.3	4	-1.0	0.8	1	1.2	0	0.4
[37] CCOC(=O)c1cc2c(ccn2C)n1CC(=O)N1CCC(Cc2ccccc2)CC1
  -2.1	-1.1	-2	-0.1	-11	-1.0	-0.2	3	2.2	-38	-1.2
[38] Cc1cc(C)n(-c2ccc(C(=O)Nc3nnc(C4CC4)s3)cc2)n1
  1.8	0.8	4	0.3	9	-1.1	3.8	9	-1.4	-2	1.5
[39] COc1ccc(C(C(=O)NCC2CCCO2)N(C(=O)CNC(=O)c2cccs2)c2ccc(NC(C)=O)cc2)cc1OC (configuration not stated)
  3.0	-0.4	-1	0.3	3	-0.8	1.4	-1	-0.7	1	-1.1
[40] COc1ccc(-n2c(=O)[nH]cc(C(=O)Nc3ccc4c(c3)OCCO4)c2=O)cc1OC
  -2.0	-0.3	-1	1.1	-5	-1.3	-1.9	-1	-1.8	-11	-0.5
[41] N#CCC(=O)Nc1ccc(C(=O)OCC(=O)NC(=O)Nc2ccc3c(c2)OCCO3)cc1
  9.6	1.8	4	4.2*	-60	-0.4	2.1	4	0.4	-17	3.8
[42] Cc1cccc(NC(=O)CNC(=O)c2cc(S(=O)(=O)N(C)C)ccc2N2CCCC2)c1C
  0.2	-0.4	-1	-0.5	7	-1.7	1.7	-2	0.4	-14	-0.6
[43] Cc1cc(NC(=O)C2CCCCC2C(=O)O)ccc1NC(=O)c1ccccc1 (configuration not stated)
  1.4	0.1	-2	-1.4	5	-0.8	0.1	0	0.8	-6	-1.9
[44] Cc1cccc(C(=O)Nc2ccc(C(=O)N/N=C/c3cccc(C)n3)cc2)c1
  6.9	1.6	-2	-0.6	-6	-0.8	0.3	-3	-4.7	-10	-1.3
[45] O=C(NCc1ccc(N2CCCC2=O)cc1)NC1CCCCC1
  3.9	-0.6	-1	-0.2	2	-1.0	0.7	1	-1.0	3	-0.7
[46] S=C(NCCc1ccccc1)N1CCN(C(c2ccccc2)c2ccccc2)CC1
  1.3	-0.6	-3	-0.9	6	-1.4	1.4	2	-0.2	-1	-1.5
[47] Nc1c(-c2ccccc2)c(CSc2nc3ccccc3[nH]2)nn1-c1cccc(Cl)c1
  2.5	-2.2	-2	0.1	-2	-1.6	1.4	7	0.4	-1	-3.8
[48] CCOC(=O)N1CCC(Nc2c(NCCCOC)c(=O)c2=O)CC1
  1.5	1.0	-2	0.7	-2	-1.8	1.1	-4	-2.2	4	-2.3
[49] Cc1c(C#N)c(N=CN(C)C)c(C(=O)c2ccccc2)n1-c1ccccc1
  -4.0	-0.4	0	-0.4	-2	-1.1	1.4	2	1.2	2	-0.7
[50] COc1ccc(S(=O)(=O)NNC(=O)Nc2ccc(F)cc2)cc1
  -1.2	nt	-2	-0.3	-3	-1.5	1.0	-3	-1.0	-3	-0.4
[51] CCOC(=O)c1sc(N2C(=O)C(O)=C(C(=O)c3ccco3)C2c2ccc([N+](=O)[O-])cc2)nc1C (configuration not stated)
  0.2	0.5	-3	-0.5	-5	0.0	1.4	-4	-0.2	-26	1.0
[52] O=C(NC(=S)NCC1CCCO1)C(c1ccccc1)c1ccccc1 (configuration not stated)
  -0.2	0.4	-4	0.3	11	-1.6	0.1	-7	0.1	1	-2.5

Screening data from PubChem BioAssay.

An unsorted share of the library; any-hit rate near 7%.
